Compound activity deposited in PubChem by Sanford-Burnham Center for Chemical Genomics.
A3G deaminase: APOBEC3G DNA deaminase inhibitors, primary screen, biochemical, fluorescence, single-stranded DNA substrate, uHTS; DNA dC->dU-editing enzyme APOBEC-3G (Homo sapiens), Q9HC16; recombinant A3G, ssDNA deamination FAM/TAMRA fluorescence; inhibition, % at 20 µM; actives 0.28% (n = 330,000); AID 493012, 2011;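 active = inhibition of at least 40% at 20 µM, with no more than 30% in the related APOBEC3A deaminase screen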;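 also: plate controls were DMSO wells with A3G for no effect and wells lacking A3G enzyme for full effect; some compounds called inactive have numbers as strong as hits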
Apaf-1 inh: inhibitors of human Apaf-1 apoptosome, primary screen, biochemical, DEVD-Rh110 fluorescence, uHTS; inhibition, % at 20 µM; Apoptotic protease-activating factor 1 (Homo sapiens), O14727; reconstituted apoptosome caspase-3 activity; actives 0.71% (n = 330,000); active = inhibition of at least 40% at 20 µM;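 also: plate controls were DMSO wells for no effect and DEVD-CHO caspase inhibitor wells for full effect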
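Medium: Hepes buffer, pH 7.5 / System: biochemical Apaf-1 apoptosome reconstitution / Measured by: Rh110 fluorescence, excitation 480 nm, emission 540 nm / Times: compound with Apaf-1, dATP, procaspase-3 30 min, then 50 min reaction, room temperature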
SENP7 inh: SENP7 protease inhibitors, primary screen, biochemical, luminescence, uHTS; actives 1.5% (n = 330,000); recombinant SENP7, Z-RLRGG-aminoluciferin luminescence, 40 min; inhibition, % at 5 µM;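 active = inhibition above about 50% at the single test dose, limit read from the data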;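 also: plate controls were DMSO with enzyme for no effect and no enzyme buffer wells for full effect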
Target sequence (Q9BQF6 706-1050 limits assumed): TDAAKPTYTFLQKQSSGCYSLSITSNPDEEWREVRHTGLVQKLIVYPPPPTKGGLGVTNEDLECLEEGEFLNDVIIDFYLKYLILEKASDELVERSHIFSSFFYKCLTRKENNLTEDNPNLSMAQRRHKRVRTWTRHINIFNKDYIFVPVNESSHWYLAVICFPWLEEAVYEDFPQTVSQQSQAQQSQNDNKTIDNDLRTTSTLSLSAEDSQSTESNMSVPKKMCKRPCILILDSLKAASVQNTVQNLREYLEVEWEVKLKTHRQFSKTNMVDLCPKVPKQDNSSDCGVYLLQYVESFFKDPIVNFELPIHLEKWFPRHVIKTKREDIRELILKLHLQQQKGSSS
SENP6 block: SENP6 protease inhibitors, primary screen, biochemical, luminescence, uHTS. Sentrin-specific protease 6 (Homo sapiens), Q9GZR1. Recombinant SENP6 catalytic domain, aminoluciferin luminescence. inhibition, % at 10 µM. actives 1.8% (n = 330,000). AID 2599, 2010;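 active = inhibition above about 50% at the single tested dose, limit read from the data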;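 also: plate controls were DMSO wells with enzyme for no effect and DMSO wells lacking enzyme for full effect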
SENP8 block-1: human SENP8 protease inhibitors, primary screen, biochemical, fluorescence, Nedd8 protein substrate, uHTS; Sentrin-specific protease 8 (Homo sapiens), Q96LD8; recombinant SENP8; inhibition, % at 20 µM; actives 0.64% (n = 360,000); AID 602440, 2012; in the data active = inhibition mostly above about 40%, no sharp cut-off; inactive = mostly below about 27%
Target sequence (Q96LD8 whole entry, looked up): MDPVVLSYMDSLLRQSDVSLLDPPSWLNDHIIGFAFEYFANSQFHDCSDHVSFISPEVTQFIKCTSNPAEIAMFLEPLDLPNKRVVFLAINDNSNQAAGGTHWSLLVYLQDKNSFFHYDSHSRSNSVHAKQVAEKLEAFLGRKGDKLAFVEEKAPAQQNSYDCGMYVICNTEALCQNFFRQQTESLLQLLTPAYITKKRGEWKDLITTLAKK
UBC13 polyUb: UBC13 polyubiquitin chain formation inhibitors, primary screen, biochemical, TR-FRET, uHTS; AID 485273, 2010; inhibition, % at 20 µM; actives 0.47% (n = 330,000); Ubiquitin-conjugating enzyme E2 N (Homo sapiens), P61088; in the data active = inhibition above about 45%, passing the limit was not always enough; inconclusive = no clear call, values can overlap the other calls
Target sequence (P61088 whole entry, looked up): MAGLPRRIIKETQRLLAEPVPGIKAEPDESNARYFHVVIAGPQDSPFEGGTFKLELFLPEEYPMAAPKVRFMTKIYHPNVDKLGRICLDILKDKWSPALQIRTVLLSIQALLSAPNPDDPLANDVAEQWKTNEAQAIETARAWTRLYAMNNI
SENP8 block-2: SENP8 protease inhibitors, primary screen, biochemical, luminescence; AID 2540, 2010; inhibition, % at 10 µM; actives 1.2% (n = 330,000); purified SENP8, Z-RLRGG-aminoluciferin cleavage; Sentrin-specific protease 8 (Homo sapiens), Q96LD8; in the data active = inhibition above about 50%
SENP1 FRET inh: human SENP1 catalytic domain inhibitors, primary screen, biochemical, FRET, uHTS | Sentrin-specific protease 1 (Homo sapiens), Q9P0U3 | recombinant SENP1 catalytic domain, CyPet-SUMO1-YPet FRET cleavage | inhibition, % at 10 µM | actives 0.21% (n = 360,000);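 active = inhibition at least 30% at 10 µM, raw YFP signal under a set limit, fluorescence ratio 0.5 to 1.5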;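 also: 0% = enzyme with DMSO and 100% = no enzyme wells; some results filed as inactive read as strong as hits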
Target sequence (Q9P0U3 419-644 limits assumed): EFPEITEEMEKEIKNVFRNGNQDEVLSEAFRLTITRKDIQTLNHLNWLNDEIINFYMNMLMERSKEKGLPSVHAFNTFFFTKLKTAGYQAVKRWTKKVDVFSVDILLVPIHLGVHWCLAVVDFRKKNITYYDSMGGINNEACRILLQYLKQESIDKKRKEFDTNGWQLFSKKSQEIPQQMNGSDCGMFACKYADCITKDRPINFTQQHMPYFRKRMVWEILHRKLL
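Assay system – human recombinant His6-tagged SENP1 catalytic domain enzyme · Input – SENP1 enzyme, 20 pM final · Buffer or medium – Tris pH 8 buffer plus EDTA, NaCl, BME, BSA, NP40, catalase · Schedule – 50 min reaction at room temperature · Technique – FRET read of cyan and yellow fluorescence · Control set – no-enzyme wells low, DMSO-plus-enzyme wells high control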
An asterisk follows results filed as active; i = inactive; ? = inconclusive; / = no result given.

SMILES	A3G deaminase	Apaf-1 inh	SENP7 inh	SENP6 block	SENP8 block-1	UBC13 polyUb	SENP8 block-2	SENP1 FRET inh
COc1ccc(-c2cc(C(=O)N3CCCCCC3)c3ccccc3n2)cc1	1	28	-3	-15	i	19	-5	3
Cc1cc(=O)[nH]c(SCC(=O)c2ccc3c(c2)NC(=O)CO3)n1	-5	-7	-2	-15	-4	-4	-10	0
CCOC(=O)C1=C(CC)Nc2ccccc2N=C1NC(=O)CCNC(C)=O	-3	-17	1	6	5	1	1	1
N=c1c(C(=O)NCc2ccc(F)cc2)cc2c(=O)n3ccccc3nc2n1Cc1cccnc1	1	-5	-2	7	-304	0	3	-21
Cc1cc(NC(=O)CSc2nc(-c3ccccc3Cl)nc3c2c(=O)n(C)c(=O)n3C)no1	-4	-1	-2	-12	9	16	-2	4
O=C(NNC(=O)C(c1ccccc1)c1ccccc1)c1cccs1	-3	-2	-6	-18	10	2	-3	3
O=C(NCC1CCCO1)c1ccccc1NS(=O)(=O)c1cc([N+](=O)[O-])ccc1Cl (stereo not drawn)	-6	-1	-10	-13	15	-24	-13	0
Cc1ccccc1N=Nc1c(O)[nH]c2ccccc12	29	4	8	4	-38	-14	9	-4
Cc1ccc(S(=O)(=O)N2CCOCC2)cc1C(=O)N1CCc2ccccc21	-1	4	-5	-31	7	2	17	-1
CCCc1cc(-c2n[nH]c(C)c2-c2ccc(C(=O)OCC)o2)c(O)cc1O	-7	-13	4	7	-264	28	2	0
O=C(CN1c2ccccc2Sc2ccccc21)N/N=C/c1ccccc1	2	14	2	-25	26	-3	-2	2
Cc1cccc(NC(=O)C2(c3ccc([N+](=O)[O-])cc3)CCCC2)c1	-4	20	-3	-8	3	-3	-5	2
Cc1ccc(NC(=O)/C=N/OCC(=O)NCc2ccccc2Cl)cc1	-2	-23	0	-23	9	-8	4	-7
COc1ccccc1N(C(=O)c1snc(C(N)=O)c1N)C(C(=O)NCc1ccccc1)c1ccc(C)o1 (stereo not drawn)	-2	12	-6	0	-311	-5	-6	-33
CCOC(=O)Cn1cnc2c(cnn2-c2ccc(Cl)cc2)c1=O	-1	4	3	-7	18	3	-6	1
CCOC(=O)CN(C(=O)CCC(=O)Nc1cc(C)on1)C(C(=O)NC1CCCC1)c1cccnc1 (stereo not drawn)	-5	2	-8	-6	11	0	0	-1
CC(CCc1ccccc1)NC(=O)COC(=O)c1ccc(NC(N)=O)cc1 (stereo not drawn)	-6	4	0	-12	14	7	-4	3
COc1ccccc1OCCC(=O)Nc1cccc(S(=O)(=O)N2CCCCC2)c1	-1	11	4	2	1	-2	2	3
COc1ccc(CCNC(=O)c2[nH]c(C)c(C(C)=O)c2C)cc1	0	12	4	5	-11	0	-2	-1
CC1CCCCC1NC(=O)C1CCN(c2c3c(nc4ncnn24)CCC3)CC1 (stereo not drawn)	-6	6	1	-3	2	1	10	1
CC1(C)[N+]([O-])=C2C(=[N+]([O-])C1(C)C)c1ccccc1/C2=N\O	0	6	-6	-20	48*	-18	-4	1
CCN(CC)C1CCN(C(=O)c2cc(COc3ccccc3SC)on2)C1 (stereo not drawn)	-1	10	1	9	16	-2	3	-2
CCOC(=O)Cn1c(=O)n(CC(=O)OCC)c2ccccc21	-4	3	8	-13	4	5	3	3
N#CC(C(=O)C12CC3CC(CC(C3)C1)C2)c1nc2ccccc2[nH]1 (stereo not drawn)	-2	16	0	-21	-58	-13	-13	-53
Cc1ccc(N2CCN(CCc3nc4cc(NC(=O)c5ccco5)ccc4n3C)CC2)cc1	6	15	5	6	15	-5	1	-1
Cn1c(=O)c2c(nc(Oc3ccc4ccccc4c3)n2C)n(C)c1=O	-2	6	-8	-8	12	-8	-5	2
Cc1cccc(C(=O)N2CCC(n3nnc4cc(F)ccc43)CC2)c1	1	2	10	21	23	8	6	2
Cc1cc(=O)oc2ccc(OCC(=O)N3CCC(C)CC3)cc12	-2	3	0	-14	-270	11	-2	0
Cc1ccc(C)c(Cn2c(=O)c3c(nc4n3CCN4Cc3ccco3)n(C)c2=O)c1	-5	15	-1	-14	7	-3	-6	-2
COc1ccc(CN2CCNC(=O)C2CC(=O)NCc2csc(C(C)C)n2)c(OC)c1 (stereo not drawn)	-11	4	-10	-42	/	6	-11	/
Cc1onc(-c2c(F)cccc2Cl)c1C(=O)NC1CCSC1=O (stereo not drawn)	1	-7	13	6	1	-2	4	3
Cn1c(COc2ccccc2)nnc1SCCN1CCOCC1	-3	-1	-2	-3	18	-2	3	1
O=C(NCCc1ccccc1F)N[C@@H](Cc1ccccc1)C(=O)O	-1	3	5	25	2	-1	7	1
Cc1ccc(S(=O)(=O)Nc2nsc(N)n2)cc1	-4	0	-7	-9	6	-2	-4	1
CCOC(=O)c1c(NC(C)=O)sc2c(O)c(CN3CCN(CC)CC3)ccc12	-2	-5	1	-1	-7	6	1	0
O=S(=O)(c1ccc(Cl)cc1)N1CCCC(C(F)(F)F)C1 (stereo not drawn)	-4	9	-3	-22	-3	3	-3	2
C=CCn1c(SCC(=O)Nc2nc(C)cs2)nnc1C(CO)NC(=O)c1ccccc1 (stereo not drawn)	-7	-14	6	-3	14	6	0	1
COc1ccc(C2SCC(=O)N2CCCN(C)C)cc1 (stereo not drawn)	-5	5	-4	3	16	-2	-10	1
O=C1c2ccccc2C(=O)N1CCCc1nc(-c2ccncc2)no1	-5	-5	1	-7	12	-10	0	0
CCn1c(COc2ccc(OC)cc2)nnc1SCC(=O)Nc1cc(OC)ccc1OC	-3	20	5	-13	28	-1	-1	6
Cc1c(C(=O)O)sc2nc(-c3cccs3)cc(C(F)(F)F)c12	-8	7	4	-5	-305	4	-3	0
FC(F)(F)c1cc(Cl)c2nnc(-c3ccccn3)n2c1	-7	12	5	-6	4	6	5	1
c1ccc(Oc2ncnc3oc(-c4ccccc4)cc23)cc1	-3	-6	-8	-17	-11	12	-1	-10
CN(CC(=O)Nc1ccccc1Br)C(=O)CNC(=O)c1ccc(Oc2ccccc2)cc1	4	6	2	-9	11	4	1	0
Cc1ccc(-n2nnnc2SCC(=O)NC(C(=O)O)(c2ccccc2)c2ccccc2)cc1C	-9	2	4	-9	15	3	10	2

By substructure: the compounds so far with two or more sulfur atoms.
SMILES	A3G deaminase	Apaf-1 inh	SENP7 inh	SENP6 block	SENP8 block-1	UBC13 polyUb	SENP8 block-2	SENP1 FRET inh
Cc1ccc(S(=O)(=O)Nc2nsc(N)n2)cc1	-4	0	-7	-9	6	-2	-4	1
C=CCn1c(SCC(=O)Nc2nc(C)cs2)nnc1C(CO)NC(=O)c1ccccc1 (stereo not drawn)	-7	-14	6	-3	14	6	0	1
Cc1c(C(=O)O)sc2nc(-c3cccs3)cc(C(F)(F)F)c12	-8	7	4	-5	-305	4	-3	0

(cont.)
SMILES	A3G deaminase	Apaf-1 inh	SENP7 inh	SENP6 block	SENP8 block-1	UBC13 polyUb	SENP8 block-2	SENP1 FRET inh
Cc1cccc(NC(=S)NC2CCSc3ccccc32)c1 (stereo not drawn)	1	21	5	-2	1	2	9	2
COc1ccc(CCNC(=O)CSc2nnnn2Cc2ccc3c(c2)OCO3)cc1OC	-6	4	-6	-3	7	2	-7	4
O=C(CCCOc1ccc(Cl)cc1Cl)NNC(=O)c1ccc(NC(=O)c2ccccc2)cc1	14	7	0	8	-43	-17	5	-1
COc1ccc(/C=N/Nc2ccc([N+](=O)[O-])cc2S(=O)(=O)N2CCN(C)CC2)cc1	-10	-8	-2	0	-124	-12	-2	-27
COc1cc(/C=N\NC(C)=O)ccc1OC/C=C/c1ccccc1	-9	2	8	-13	-29	-7	-2	2
Clc1ccc(CSc2ccc(-c3cccnc3)nn2)cc1	-6	-12	-3	-31	14	-1	-9	0
O=C(NCCc1ccccc1)c1cccc2c1C(=O)c1ccc(N3CCOCC3)cc1S2(=O)=O	-6	5	-10	-17	7	-34	-10	-28
O=c1[nH]cnc2c1sc1nc(-c3ccccc3)c3c(c12)CCCC3	-3	13	-11	-8	-55	?	-16	-54
N#Cc1ccc(OCC(=O)OCC(=O)c2ccccc2)cc1	-5	-3	1	-15	0	12	4	0
O=C(CSc1ccc(-c2ccc(Br)cc2)nn1)NCC1CCCO1 (stereo not drawn)	-4	-9	-3	0	13	-1	-2	2
CC(=O)N1CCC(C(=O)c2ccc(Cl)cc2)CC1	1	1	5	6	22	3	4	2
COc1ccc(C2=CSC3=NNC4(CCCCC4)NN23)cc1	-3	17	-2	1	5	-2	-13	3
COc1ccccc1N(CC(=O)NC1CCCCC1)S(=O)(=O)c1cccs1	-2	-19	-5	5	17	8	-1	1
Fc1ccc(Cn2nnnc2C(c2cccs2)N2CCN(C3CCCCC3)CC2)cc1 (stereo not drawn)	-5	-2	0	-16	-2	11	-6	0
Cc1[nH]c2ccccc2c1CCN(Cc1cccs1)C(=S)NC(C)(C)C	3	13	11	-3	6	6	2	0
CC(C)OCC(O)Cn1c(N2CCCC2)nc2c1c(=O)n(C)c(=O)n2C (stereo not drawn)	-7	-7	-2	-3	18	11	-2	1
CCN(CC)C(=O)c1[nH]cnc1C(=O)Nc1ccc(C)cc1	-7	2	4	-4	10	7	6	1
CCn1c(=O)n(CC)c2cc(S(=O)(=O)N3CCC(c4ccccc4)CC3)ccc21	-10	5	2	-18	6	-1	-1	0
Cc1ccc(C)c(S(=O)(=O)N2CCN(C(=O)Cn3c(=O)cnc4ccccc43)CC2)c1	-3	5	-13	9	5	-8	-4	-2
COc1ccc(CCn2c(SCC(=O)Nc3cc(C)on3)nc3ccccc3c2=O)cc1OC	-3	-7	-3	-19	8	-11	-7	-1
Cc1ccc(NC(=O)CC2C(=O)OCC3CCCCN32)cc1Cl (stereo not drawn)	-1	-1	3	-5	8	0	3	2
CCOc1ccccc1NC(=O)[C@@H](NC(=O)c1cccc(S(=O)(=O)N2CCOCC2)c1)C(C)C	6	1	4	-20	10	14	-5	4
COC(=O)c1ccc(-c2ccc(C(c3c(C)[nH][nH]c3=O)c3c(C)[nH][nH]c3=O)o2)cc1	13	44*	7	15	-16	-59	4	-6
CCOn1c(-n2nc(C)cc2C)nc2ccccc2c1=O	-1	0	6	6	8	5	-2	1

Some of these compounds in order of the UBC13 polyUb value, largest number first.
compound,A3G deaminase,SENP7 inh,SENP6 block,UBC13 polyUb,SENP1 FRET inh
CCOc1ccccc1NC(=O)[C@@H](NC(=O)c1cccc(S(=O)(=O)N2CCOCC2)c1)C(C)C,6,4,-20,14,4
CCOC(=O)Cn1cnc2c(cnn2-c2ccc(Cl)cc2)c1=O,-1,3,-7,3,1
O=C(NNC(=O)C(c1ccccc1)c1ccccc1)c1cccs1,-3,-6,-18,2,3
